From PubChem BioAssay
PG9 binder: binds the HIV-1 gp120 antibody PG9. TR-FRET gp120-PG9 antibody binding. inhibition, % at 6.7 µM. hit rate 0.43% among 360,000; in the data active = inhibition above about 8.5%
UHRF1 binding: UHRF1 methyl-DNA binding inhibition. inhibition, % at 4.4 µM. Q96T88. hit rate 0.75% among 370,000. UHRF1 binding to methylated oligo, TR-FRET; in the data active = inhibition above about 21%;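 also: UHRF1 SRA domain binding a hemimethylated CpG hairpin DNA probe; 0% = median of test compound wells and 100% = reference inhibitor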
LEDGF integ inh: blocks HIV-1 LEDGF/p75-dependent DNA integration; TR-FRET IN-LEDGF/p75 DNA integration, Eu/Cy5; inhibition, % at 3.7 µM; hit rate 0.64% among 370,000;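 active = inhibition above the screen-wide mean plus 3 SD, cut at about 13% in these data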;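 also: signal is the Cy5 over europium emission ratio at 671 and 618 nm; 0% = plate median of compound wells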
rCAG RNA binder: r(CAG) repeat RNA binding; AID 651821; TO-PRO-1 dye displacement fluorescence; hit rate 1.3% among 370,000; inhibition, % at 3 µM;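 active = inhibition above the plate cutoff, the mean of all test compounds on that plate plus 3 SD, cut at about 35% in these data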;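 also: 0% = DMSO alone and 100% = 100 µM mitoxantrone as full dye displacement; higher means more dye released from RNA so lower well fluorescence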
TCR-CD3 inh: human TCR-CD3 binding inhibition. AID 651800. hit rate 0.37% among 360,000. TAMRA-labeled TCR probe fluorescence, biochemical. inhibition, % at 9.4 µM; in the data active = inhibition above about 19%;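 also: recombinant mutant TCR 2C K166C tagged with TAMRA read by polarization; 0% = receptor in buffer alone and 100% = receptor with positive control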
HTRA1 inh: inhibitors of human serine peptidase HTRA1 | Q92743 | hit rate 0.5% among 340,000 | inhibition, % at 5.96 µM | AID 504803 | recombinant HTRA1, FP-rhodamine activity-based probe, fluorescence polarization; in the data active = inhibition above about 36%;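 also: 0% = enzyme with DMSO and 100% = wells lacking enzyme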
mABHD4 FP: ABHD4 (mouse) inhibition, primary FP screen. inhibition, % at 8.92 µM. AID 720543. hit rate 0.54% among 370,000. purified mABHD4, FP-Rh probe fluorescence polarization;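 active = inhibition exceeding the mean over every tested compound plus 3 SD, cut at about 30% in these data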;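 also: 0% = plate median of compound wells and 100% = S159A mutant with DMSO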
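Test system: mABHD4 protein; Read-out basis: % inhibition; Incubation: 45 min + 60 min at 25 °C; Repeats: single replicate; Technique: fluorescence polarization with parallel and perpendicular emission, 525/598 nm; Compound: 8.92 µM, single dose; Benchmarks: full inhibition S159A mutant plus DMSO, zero as sample-well median.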
MBD2 inh: blocks human MBD2 binding to methylated DNA. inhibition, % at 4.4 µM. hit rate 0.31% among 370,000. Q9UBB5. TR-FRET, MBD2 binding to methylated oligonucleotide; in the data active = inhibition above about 13%
PRMT1 FP inh: inhibitors of human PRMT1; Q99873; recombinant PRMT1, activity-based probe fluorescence polarization; inhibition, % at 2.79 µM; hit rate 1.3% among 370,000;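 active = inhibition above about 21% made by adding two undisclosed values, limit read from the data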
Target sequence (Q99873 whole entry, looked up): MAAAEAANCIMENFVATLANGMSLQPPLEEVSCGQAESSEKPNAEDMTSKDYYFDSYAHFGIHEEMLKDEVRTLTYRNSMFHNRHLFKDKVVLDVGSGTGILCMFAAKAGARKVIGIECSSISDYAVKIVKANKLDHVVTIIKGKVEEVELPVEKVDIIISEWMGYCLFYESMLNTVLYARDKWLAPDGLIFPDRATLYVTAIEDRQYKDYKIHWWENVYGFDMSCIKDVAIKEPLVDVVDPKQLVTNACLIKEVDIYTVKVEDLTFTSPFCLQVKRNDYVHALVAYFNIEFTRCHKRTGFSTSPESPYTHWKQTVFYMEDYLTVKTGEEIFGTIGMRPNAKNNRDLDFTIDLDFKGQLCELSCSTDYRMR
Rev-erbA mod: Rev-erb alpha (human) modulation | Rev-erbα–FITC-DNA binding, fluorescence polarization, 90 min | activity, % at 10 µM | hit rate 0.79% among 370,000 | AID 1259318;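 active = activity above about 14%, limit read from the data; passing the limit was not always enough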;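 also: 0% = DMSO wells with 35 nM protein and 100% = DMSO wells with 750 nM protein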
Target sequence (P20393 whole entry, looked up): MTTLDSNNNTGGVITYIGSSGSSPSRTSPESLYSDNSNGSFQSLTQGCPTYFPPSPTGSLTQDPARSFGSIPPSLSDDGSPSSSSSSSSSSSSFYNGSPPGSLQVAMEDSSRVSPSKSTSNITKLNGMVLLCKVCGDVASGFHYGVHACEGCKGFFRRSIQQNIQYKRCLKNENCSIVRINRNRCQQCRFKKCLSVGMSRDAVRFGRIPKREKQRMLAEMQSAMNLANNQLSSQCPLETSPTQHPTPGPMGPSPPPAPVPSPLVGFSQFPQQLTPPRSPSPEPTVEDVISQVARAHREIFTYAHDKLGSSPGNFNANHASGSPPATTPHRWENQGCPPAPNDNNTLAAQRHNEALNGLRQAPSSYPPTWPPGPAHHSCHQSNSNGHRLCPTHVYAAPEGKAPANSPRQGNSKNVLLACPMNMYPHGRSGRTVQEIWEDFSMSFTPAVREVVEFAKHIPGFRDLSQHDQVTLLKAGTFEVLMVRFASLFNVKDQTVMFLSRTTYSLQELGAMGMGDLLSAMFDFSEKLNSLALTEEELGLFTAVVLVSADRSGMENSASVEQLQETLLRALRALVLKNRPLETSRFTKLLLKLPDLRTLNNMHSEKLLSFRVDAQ
An asterisk follows results filed as active; · = not tested or not shown.

SMILES	PG9 binder	UHRF1 binding	LEDGF integ inh	rCAG RNA binder	TCR-CD3 inh	HTRA1 inh	mABHD4 FP	MBD2 inh	PRMT1 FP inh	Rev-erbA mod
COc1ccc(CCC(=O)Nc2cccc(S(=O)(=O)N3CCCC3)c2)cc1OC	-3.0	-2	5	5	3	-4	-8	2	0	-11
COc1ccc(Cl)cc1NC(=O)C/C(C)=N/NC(=O)Cc1ccccc1	0.5	-3	1	4	2	-3	-15	-2	4	-8
N#CC(C#N)=C1C=CC=CN1/C(=C\c1ccco1)C(=O)c1ccccc1	-1.0	-5	0	2	2	0	9	0	10	8
O=S1(=O)CC(N2CCN(Cc3ccccc3F)CC2)CN1Cc1cn(Cc2ccc(Cl)cc2)nn1 (stereo unspecified)	1.9	0	7	-2	0	·	0	1	-9	2
NC(=O)CC(NC(=O)Cc1cccc2ccccc12)c1ccc(N2CCC(N3CCCC3)CC2)c([N+](=O)[O-])c1 (stereo unspecified)	0.2	3	-1	14	2	-4	-7	-2	1	-6
COc1ccc2nc(NC(=O)CSc3nccc(C)n3)sc2c1	-3.0	0	2	0	-2	-6	-7	5	0	-1
O=C(Nc1nccs1)c1ccc(CSc2nnnn2-c2ccccc2)cc1	-1.0	12	-3	11	4	-54	-19	1	-2	2
COc1ccc(CNc2nc3c(c(=O)n(Cc4ccc(F)cc4)c(=O)n3C)n2C)cc1	0.2	1	0	-2	5	-4	2	4	2	-3
O=C1NCCN(Cc2ccc(-c3ccccc3)cc2)C1CC(=O)N1CCN(CCO)CC1 (stereo unspecified)	1.5	4	2	-3	-6	5	-2	6	13	1
COCCNc1ncnc2c1ncn2[C@H]1CN(CCc2ccccc2)C[C@@H](CO)O1	0.4	-1	-1	-2	6	·	0	-10	-1	-11
Cn1c(=O)c2c(nc(CN3CCN(C(=O)c4ccco4)CC3)n2Cc2ccc(F)cc2)n(C)c1=O	-0.8	0	-2	-3	0	0	-2	0	4	-2
Cc1nc(NCCC(C)C)c2nnn(Cc3ccccc3)c2n1	-1.0	1	-1	-6	4	-7	1	-4	4	-2
CCCCN(C)C(=O)c1nc2ccccn2c1CNC1CCC1	-2.3	-2	1	-2	0	4	-10	-8	-4	-6
O=C(CSc1nn(-c2ccc(F)cc2)c(=S)s1)NCC1CCCO1 (stereo unspecified)	0.4	-2	-1	0	1	-5	4	5	-2	4
CC(C)NCC(O)COCc1ccc(Cl)cc1 (stereo unspecified)	0.6	-2	5	0	6	2	1	-4	4	8
COc1ccc(CNc2ccc(S(=O)(=O)N3CCN(C)CC3)cn2)cc1OC	3.2	2	3	-2	-4	-2	-5	-1	2	4
COc1ccc(NC(=O)CN2CCC(NC(=O)c3ccco3)CC2)c([N+](=O)[O-])c1	-0.6	1	2	0	3	1	-2	-3	-1	2
O=C(O)C1CCN(c2nc(-c3ccccc3)c3cc(Br)ccc3n2)CC1	15*	3	0	26	0	-13	-3	8	1	1
COCCN(C(=O)COc1ccccc1)c1nnc(-c2cccnc2)s1	-0.5	-2	1	-2	6	-4	-7	-1	0	4
COc1ccc(N2CCN(C(=O)CN3C(=O)NC4(CCCc5ccccc54)C3=O)CC2)cc1 (stereo unspecified)	-3.0	-1	3	-4	1	0	-2	-5	-2	3
CC(/C=N\NC(=O)CN1CCN(S(=O)(=O)c2ccc(C)cc2)CC1)=C\c1ccccc1	-2.1	-2	0	3	4	-11	0	2	-1	5
COc1ccc2c(C)cc3nncn3c2c1	-2.7	-5	2	-1	2	-4	-6	-6	-6	-1
CCCCN(C)c1c(C)nc2ccc(C(=O)NCc3ccc4c(c3)OCO4)cn12	0.3	-2	-1	1	1	·	1	8	3	-2
CCC1(CC)Cc2ccccc2C(=C(C#N)C#N)N1	0.4	-1	1	-4	-4	-9	0	-2	0	3
COc1ccc(OC)c(NC(=O)Cn2cc(C#N)c3cc(Br)ccc32)c1	3.4	2	-5	13	6	-21	-7	3	3	11
COc1cc(Br)cc(CN2CCN(C=O)CC2)c1O	-0.1	1	-4	-4	2	10	0	3	3	-3
O=C(Nc1ccc(C(=O)N2CCOCC2)cc1)Nc1cccc(C(F)(F)F)c1	-1.5	0	1	3	5	-4	-10	-5	-2	3
O=C(NC(=S)N1CCCCC1)c1cccs1	-0.1	-2	0	1	2	4	4	-4	1	0
O=C(NCCc1ccccc1F)C1C(=O)Nc2ccccc2C(=O)N1C1CCCCC1 (stereo unspecified)	-1.6	3	2	-1	-2	·	-19	9	1	-2
CN(C(=O)c1cccc(NC(=O)Cc2cccc(NC(=O)C3CCN(S(=O)(=O)c4cccc([N+](=O)[O-])c4)CC3)c2)c1)C1CC1	1.4	-1	0	13	-1	-10	-15	-1	1	-7
Cc1[nH]nc2c1C(c1ccsc1)C1=C(CC(C)(C)CC1=O)N2 (stereo unspecified)	1.6	7	-4	-2	0	5	-2	2	3	0
CC(=O)NCCCOc1ccc([N+](=O)[O-])cc1Cl	-1.1	-1	2	-4	4	-7	-1	-3	-4	1
CCOc1ccc(NC(=O)CSc2nnnn2-c2ccc(C(N)=O)cc2)cc1	-1.1	20	5	-1	9	4	-2	2	-5	1
COc1cc(C(=O)NN=C2c3ccccc3-c3ccccc32)cc(OC)c1OC	-5.4	-1	-2	4	3	·	-8	-2	-1	-6
CCCCN(C)S(=O)(=O)c1cc2c3c(c1)CCC(=O)N3CCC2	-2.1	-3	4	-2	7	4	4	1	2	1
COCCNC(=S)NNC(=O)c1cccs1	1.5	-1	0	-2	1	-4	4	-1	0	5
COc1cccc(/C(C)=N/NC(=O)c2ccc(N(C)C)cc2)c1	-1.3	1	-1	-2	0	0	1	0	-3	1
CCc1nc2c(OCC=C(C)C)cccn2c1N(C)C(=O)c1ccc(OC)cc1	-0.6	-2	0	6	1	·	24	4	3	3
O=C(NC(=S)N1CCCCC1c1cccnc1)c1ccccc1 (stereo unspecified)	-0.7	2	-1	-3	-5	-2	9	4	4	2
O=C1NC[C@H](CCCCN2CCN(CC3CCCCC3)C(=O)C2=O)N(CCc2ccccc2)C1=O	-1.4	-1	-1	2	2	·	1	-1	-2	-5

Structural class: those above with an aryl thioether with sulfur outside any ring
SMILES	PG9 binder	UHRF1 binding	LEDGF integ inh	rCAG RNA binder	TCR-CD3 inh	HTRA1 inh	mABHD4 FP	MBD2 inh	PRMT1 FP inh	Rev-erbA mod
COc1ccc2nc(NC(=O)CSc3nccc(C)n3)sc2c1	-3.0	0	2	0	-2	-6	-7	5	0	-1
O=C(Nc1nccs1)c1ccc(CSc2nnnn2-c2ccccc2)cc1	-1.0	12	-3	11	4	-54	-19	1	-2	2
O=C(CSc1nn(-c2ccc(F)cc2)c(=S)s1)NCC1CCCO1 (stereo unspecified)	0.4	-2	-1	0	1	-5	4	5	-2	4
CCOc1ccc(NC(=O)CSc2nnnn2-c2ccc(C(N)=O)cc2)cc1	-1.1	20	5	-1	9	4	-2	2	-5	1

Further entries.
SMILES	PG9 binder	UHRF1 binding	LEDGF integ inh	rCAG RNA binder	TCR-CD3 inh	HTRA1 inh	mABHD4 FP	MBD2 inh	PRMT1 FP inh	Rev-erbA mod
C/C(=N\NC(=O)CNc1cccc(C)c1)c1ccc(Br)s1	-2.1	0	-4	2	-7	4	6	-4	2	-1
O=C(CNC(=O)c1ccncc1)N/N=C/c1ccc(O)cc1O	-1.6	-3	-11	1	-1	3	-5	-3	1	-6
O=[N+]([O-])c1cc(Br)ccc1NS(=O)(=O)c1ccccc1	1.4	0	-3	13	2	2	0	5	1	-2
CCN(CC)CC(O)Cn1c(-c2cccc(Cl)c2)nc2cc(C)c(C)cc21 (stereo unspecified)	-0.4	0	-4	-5	9	7	2	5	-3	4
N#C/C(=C\c1ccc(-c2ccccc2C(=O)O)o1)c1nc2ccccc2[nH]1	-24	16	2	-1	3	-7	9	7	2	13
CCN=c1scc(C)n1/N=C/c1cc(Br)c(O)c(OC)c1	-5.2	5	-1	16	-4	21	30*	-4	-1	-5
CCOC(=O)[C@]12CCCCC/C=C\1N(Cc1ccc(OC)cc1)C(=O)[C@H]2CC(=O)NCC12CC3CC(CC(C3)C1)C2	·	-2	-2	8	·	·	6	0	3	2
CC(C)(C)c1nnc(NC(=O)C2CCN(C(=O)c3ccco3)CC2)s1	-2.0	-2	-4	-5	6	6	-2	-2	-1	-3
CN(C(=O)c1cc(COc2ccc(F)c(F)c2)on1)C1CCOC1 (stereo unspecified)	1.8	2	-1	-6	3	2	3	2	-2	-2
Cn1c(C(=O)N2CCCC(C(=O)O)C2)cc2sccc21 (stereo unspecified)	2.0	2	0	1	0	5	3	7	4	-3
CCOc1ccc(/C=C/C(=O)c2ccc(-c3ccccc3)cc2)cc1	-0.7	1	-1	0	-4	-3	2	1	-4	3
Cc1onc(-c2ccccc2Cl)c1C(=O)OCC(=O)N1CCCCC1	0.9	-1	-6	0	-4	-3	5	0	3	-6
COc1cc(/C=C/c2nc3ccccc3c(=O)[nH]2)cc(OC)c1OC	-1.9	-2	1	3	4	0	-3	1	1	2
COc1ccc(-c2nc(C3CCCCC3)no2)cc1OC	-1.1	1	-4	-4	-3	-8	-5	2	-3	1
CC(=O)N1C=CN(C(C)=O)C(c2cn(C)c3ccccc23)C1c1cn(C)c2ccccc12 (stereo unspecified)	-1.0	2	1	-4	1	-1	0	-4	-1	1
COc1ccc(CCC(=O)OCC(=O)Nc2sccc2C#N)cc1	-0.5	0	-3	14	-4	-3	4	8	0	-2
CCN(CC)c1ccc(NC(=O)COC(=O)C23CCC(=O)N2c2ccccc2S3)cc1 (stereo unspecified)	-4.1	1	1	-3	5	-3	16	10	5	2
CN(C)c1ccc(N=Nc2ccc(S(N)(=O)=O)cc2)cc1	-0.6	0	-1	15	-3	0	-11	-9	-3	-27
COc1ccc(NC(=O)C2CCCN(c3c4c(nc5ncnn35)CCC4)C2)cc1OC (stereo unspecified)	-1.4	0	2	-6	3	8	2	-5	-2	-3
CCOC(=O)N1CCC(Nc2c(-c3ccccc3)c(=O)c2=O)CC1	-2.2	-1	1	1	9	3	0	-2	-3	-1
COc1ccc(CN(C)CCCn2ccc(N)nc2=O)cc1OC	0.7	-2	-3	-2	-1	4	6	2	-3	-3
Cc1cccc2nc(CSc3ccc(Cl)cc3)cn12	-2.1	2	1	-5	2	-1	-1	-2	-3	0
CN(Cc1ccco1)C(=O)CSc1nn2c(=O)c(C(C)(C)C)nnc2s1	-2.5	-3	3	7	4	5	0	0	5	-12
CCCN(C(=O)c1ccc(N(C)S(=O)(=O)c2ccc(C)cc2)cc1)C1CCS(=O)(=O)C1 (stereo unspecified)	-0.1	0	-2	-7	-4	1	3	4	2	-1
CCn1nnc2cc(C(=O)NCC(c3ccccc3OC)N(C)C)ccc21 (stereo unspecified)	-0.2	-2	-1	2	4	-2	1	4	-2	4
Cc1ccc(Nc2n[nH]c(=S)s2)c(C)c1	0.3	-1	-7	4	1	-4	8	-1	35*	2
COc1ccc(C(=O)NCC(C)NC(=O)c2ccc(OC)c(Br)c2)cc1Br (stereo unspecified)	-1.8	2	9	4	4	·	-10	-2	-1	1
O=C(NNC(=O)c1ccccc1F)c1ccc(NS(=O)(=O)c2ccc(F)cc2)cc1	3.4	0	-1	3	-12	5	7	-1	0	5
CCN(C(=O)c1coc(=O)c2ccccc12)c1cc(OC)ccc1OC	-1.6	-1	0	-3	3	-3	-3	2	-4	3

The list is partial, so the mix of outcomes need not match the whole.
